Screens from PubChem BioAssay.
KCNH2 3.1 inh: qHTS for Inhibitors of KCHN2 3.1: Mutant qHTS. Potassium voltage-gated channel subfamily H member 2, brain isoform KCNH2 3.1 (human). U2OS KCNH2 3.1, thallium flux FluxOr; stronger effect = lower value. activity change, % (tested at about 1.8 µM). 340,000 tested, 0.95% active;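 active = maximum activity change below -70%; inconclusive = maximum activity change from -70% to -50%; inactive = maximum activity change above -50%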;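 also: thallium influx rate constant from kinetic fluorescence after stimulation buffer; % is scaled to controls: 0 for no effect and ±100 for the full control effect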
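Kinetic fluorescence (2 min after stimulation buffer) measures Tl+ influx through KCNH2 3.1 expressed by viral transduction in U2OS cells; the rate constant is normalized against DMSO controls serving as positive and negative references.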
Coupling enz: qHTS Assay for Inhibitors of Fructose-1,6-bisphosphate Aldolase from Giardia Lamblia: Coupling assay counterscreen | coupling enzyme system counterscreen, AmpLite Red fluorescence | activity change, negative = inhibition, % at 58.2 µM, hits read low | 290,000 tested, 0.67% active; in the data active = activity change below about -30%; also: % is scaled to controls: 0 for no effect and ±100 for the full control effect
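Fluorescence at 525 nm excitation and 598 nm emission measured inhibition of the coupled detection system without aldolase. Compounds (at 57.5 uM final) were preincubated 10 min at room temperature with coupling enzyme reagent before a 20 min substrate/AmpLite Red step.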
S-ASM inh: Inhibitors of Secretory Acid Sphingomyelinase (S-ASM): qHTS; Potency, µM (highest dose often 57.5 µM), for the others: at the top dose activity change, negative = inhibition, actives largely listed as inhibitors; placental ASM, HMU-PC fluorogenic substrate, 60 min; Sphingomyelin phosphodiesterase (Homo sapiens), P17405; 340,000 tested, 0.006% active; also: potency is read from the fitted curve at half-maximal effect
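Fluorescence read-out (Ex 386 nm, Em 447 nm) after stopping the reaction at pH 10. Enzyme: ASM from human placenta; substrate HMU-PC0, 9 uM final; 60 min, 37 °C. Compound preincubation 10 min, ambient temperature.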
Integrin act MD: qHTS for Activators of Integrin-Mediated Alleviation for Muscular Dystrophy. alpha7betagal myoblasts, beta-gal FDG fluorescence, 48 h. Potency, µM (series often up to 38.3 µM), for the others: top-dose activation, actives largely listed as activators. AID 624291, 2012. 350,000 tested, 0.064% active;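 also: potency is read from the fitted curve at half-maximal effect; 100% = response of the positive control SU9516; nearly all actives have a fitted effect of over 60% in size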
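alpha7betagal+/- myoblasts (passage 13, 250/well) treated 48 h at 37C with compounds at 1:260 dilution of DMSO stock. Lysed, then beta-galactosidase activity read as FDG fluorescence (ex 480/em 540) after 30 min, with pre-read for autofluorescence.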
CXXC DNA block: qHTS Fluorescence Polarization Assay for Inhibitors of MLL CXXC domain - DNA interaction. Histone-lysine N-methyltransferase 2A (Homo sapiens), Q03164. 290,000 tested, 0.037% active. Potency, µM (series often up to 115 µM), inactives show top-dose activity change, negative = inhibition, actives largely listed as inhibitors. MLL-CXXC / FITC-HOXA9 DNA fluorescence polarization; active = well fitted inhibition curve with a large enough effect in the polarisation, with a control signal flat, not every such curve was filed as active; inconclusive = small, poorly fitted or top-dose-only effect, or effect the other way, or a change in a side signal; inactive = no such curve, though single readings can be large or run the other way; the % refers to the polarisation; also: potency is read from the fitted curve at half-maximal effect
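Steps: dispense CXXC domain solution (7 uM) → pin compounds or unlabeled HOX-A9 DNA control → 5 min ambient → add FLSN-HOX-A9 solution (50 nM) → spin → 30 min ambient → fluorescence polarization. Tris pH 7.5/NaCl/DTT/BSA buffer.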
KCNH2 WT inh: qHTS for Inhibitors of KCHN2 3.1: Wildtype qHTS; 340,000 tested, 0.37% active; AID 720551, 2013; U2OS, BacMam KCNH2, thallium flux FluxOr; stronger effect = lower value; Voltage-gated inwardly rectifying potassium channel KCNH2 (Homo sapiens), Q12809; activity change, % at 1.84 µM;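 active = maximum activity change below -70%; inconclusive = maximum activity change between -70% and -50%; inactive = maximum activity change above -50%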; also: % is scaled to controls: 0 for no effect and ±100 for the full control effect
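U2OS cells were transduced with wild-type KCNH2 virus (2.03 x 10^8 / mL) for 4 h at room temperature, then cultured overnight at 37 C. Thallium flux was read with FluxOr dye. Rate constants were normalized to DMSO controls.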
GALK inh: qHTS Assay for Inhibitors of Human Galactokinase (GALK); 270,000 tested, 0.007% active; Purified GALK, Kinase-Glo residual ATP luminescence; AID 1868, 2009; P51570; Potency, µM (highest dose often 57.5 µM), inactives show top-dose activity change, negative = inhibition, actives largely listed as inhibitors; also: potency is read from the fitted curve at half-maximal effect; % is scaled to controls: 0 for no effect and ±100 for the full control effect
Target sequence (P51570 whole entry, looked up): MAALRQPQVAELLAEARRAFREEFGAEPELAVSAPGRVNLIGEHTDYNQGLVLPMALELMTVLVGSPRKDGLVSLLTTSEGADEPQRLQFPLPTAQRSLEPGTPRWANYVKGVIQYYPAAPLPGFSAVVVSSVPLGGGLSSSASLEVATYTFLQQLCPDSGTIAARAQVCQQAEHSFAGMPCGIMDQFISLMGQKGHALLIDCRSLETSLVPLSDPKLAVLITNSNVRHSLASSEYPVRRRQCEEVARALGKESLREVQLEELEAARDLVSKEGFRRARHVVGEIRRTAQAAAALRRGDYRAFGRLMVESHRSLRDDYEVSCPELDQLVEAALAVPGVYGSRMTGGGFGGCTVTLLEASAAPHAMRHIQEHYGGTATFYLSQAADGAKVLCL
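Luminescence from leftover ATP (Ultra-Glo luciferase/luciferin) served as read-out after a 1 h room-temperature reaction of 5 nM GALK with 35 uM ATP and 100 uM galactose.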
MBNL1 CUG block: qHTS Assay for Inhibitors of MBNL1-poly(CUG) RNA binding | TR-FRET MBNL1-His/biotin-(CUG)12 binding, 665/545 ratio | Muscleblind-like protein 1 (Homo sapiens), Q9NR56 | 280,000 tested, 0.036% active | Potency, µM (top dose mostly 57.5 µM), for the others: at the top dose activity change, negative = inhibition, usual class: inhibitors; active = well fitted inhibition curve with a large enough effect in the signal ratio, with a control signal flat, not every such curve was filed as active; inconclusive = small, poorly fitted or top-dose-only effect, or effect the other way, or a change in a side signal; inactive = no such curve, though single readings can be large or run the other way; the % refers to the signal ratio; also: potency is read from the fitted curve at half-maximal effect; % is scaled to controls: 0 for no effect and ±100 for the full control effect
Target sequence (Q9NR56 whole entry, looked up): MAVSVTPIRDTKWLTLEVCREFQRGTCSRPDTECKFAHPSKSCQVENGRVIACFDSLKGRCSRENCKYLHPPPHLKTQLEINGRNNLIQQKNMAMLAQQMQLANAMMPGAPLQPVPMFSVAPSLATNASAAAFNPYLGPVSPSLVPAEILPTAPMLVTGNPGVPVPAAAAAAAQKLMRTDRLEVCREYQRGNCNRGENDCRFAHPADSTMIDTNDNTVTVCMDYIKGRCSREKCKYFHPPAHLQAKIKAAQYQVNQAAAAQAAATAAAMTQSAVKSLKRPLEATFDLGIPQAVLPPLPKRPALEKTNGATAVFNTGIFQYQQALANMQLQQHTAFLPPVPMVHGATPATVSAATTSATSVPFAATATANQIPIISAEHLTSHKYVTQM
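His-tagged MBNL1 binding to biotinylated (CUG)12 RNA was measured by TR-FRET using terbium anti-His antibody (0.055 ng/ul final) and streptavidin-XL665 (5 nM final). Compounds were titrated 92 nM to 58 uM; 60 min at room temperature.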
TRPV1 ag: HTS Assay for Compounds that Act as Agonists of the Vanilloid Receptor 1 | TRPV1-expressing cells, Fluo-8 calcium influx, agonist mode | activation, % at 8.33 µM | Transient receptor potential cation channel subfamily V member 1 (Homo sapiens), Q8NER1 | 320,000 tested, 0.19% active; in the data active = activation above about 80%; inconclusive = between about 30% and that limit; also: 0% is about no effect
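TRPV1-expressing cells were cultured overnight at 35.5C and loaded with Fluo-8 calcium dye for 40 to 90 min at room temperature. After a 10 s baseline, compound was added and calcium influx was read kinetically for 3 min (ex 480/em 520 nm).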
A-T KAP1 phos: qHTS Assay for Identifying a Potential Treatment of Ataxia-Telangiectasia; […] A-T fibroblasts, KAP-1 phosphorylation AlphaLISA; neocarzinostatin DNA damage 30 min before lysis; Potency, µM (titrated, usually from 57.5 µM), without a hit: top-dose activation, actives largely listed as activators; 320,000 tested, 0.19% active; AID 485349, 2010; also: potency is read from the fitted curve at half-maximal effect; % of control where 0% means no effect; nearly all actives have a fitted effect of over 45% in size
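hTERT-immortalized A-T patient fibroblasts ([…]), 500 cells/well in OPTI-MEM, 1% FBS, got compounds for 60 min, then NCS for 30 min at 37C. Lysates were then assayed for phospho-KAP-1 by AlphaLISA (anti-pKAP1 donor, anti-KAP1 acceptor beads), 6 hr at 25C.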
Active calls of the source: *; ? = inconclusive; / = no result given; [ ] = dose if it differs, or a comment. Unless noted, calls follow the shape of the dose curve; as a rule, active = well fitted curve in the direction sought with a large enough effect; inconclusive = small, poorly fitted or top-dose-only effect, or another doubt; inactive = no such curve, though single readings can be large; an effect the other way counts as inactive or inconclusive.

Order of values: A-T KAP1 phos | CXXC DNA block | TRPV1 ag | Coupling enz | MBNL1 CUG block | Integrin act MD | KCNH2 WT inh | S-ASM inh | GALK inh | KCNH2 3.1 inh
COc1ccc(C2COc3cc(O)ccc3C2)c(OC)c1O (configuration not stated)
    / | / | / | / | / | -34% | 1 | 8% | / | 15
CC(C)(C)N(Cc1ccccc1)C(=O)COC(=O)CCc1c[nH]c2ccccc12
    5% | -1% | 13 | -9 | -15% | 11% | 1 | -3% | 1% | -3
Cc1ccc(CSc2nnc(Nc3ccc(C)cc3)s2)cc1
    -2% | 2% | 12 | -5 | -6% | 12% | 1 | -9% | 1% | -10
COc1ccccc1CCC(=O)NCCCn1ccc2ccccc21
    4% | 1% | 2 | -2 | 8% | 44% | -4 | -3% | -1% | 12
CCn1nc(C(=O)OC(C(=O)c2c[nH]c3ccccc23)c2ccccc2)c2ccccc2c1=O (configuration not stated)
    0% | 31%[activator] | 2 | -4 | 1% | -5% | -3 | -14% | -1% | -76*
O=C1CCc2cc(S(=O)(=O)NCCC(=O)N3CCN(c4cccc(Cl)c4)CC3)ccc2N1
    2% | 0% | 25 | -1 | -13% | -7% | 23 | 0% | -2% | -14
CN(CCOC(=O)c1cccc(F)c1)Cc1ccccc1
    4% | 3% | 0 | 0 | / | 6% | 9 | 0% | 1% | 12
COc1ccc2o/c(=N\O)c(C(=O)Nc3ccccc3OC)cc2c1
    -5% | -5% | 1 | 0 | -8% | -26% | 0 | 0% | -2% | -2
O=C(NCCCN1CCOCC1)c1cc2c(=O)[nH]c3ccccc3c2s1
    -3% | 7% | 2 | 3 | 4% | -14% | 0 | 3% | 0% | 20
O=C(COc1ccc2c3c(c(=O)oc2c1)CCCC3)N1CCN(c2ccc(F)cc2)CC1
    1% | -1% | 4 | / | -2% | -13% | 4 | -25% | 5% | -12
COC(=O)c1ccccc1NC(=O)C1CCCN(c2nnc(-n3cccc3)s2)C1 (configuration not stated)
    8% | 1% | 13 | 0 | 4% | -6% | 9 | -4% | 0% | -6
NC(=S)N/N=C/c1ccc2cccc(OCc3ccccc3)c2n1
    -2% | -3% | 14 | 1 | ? | -3% | -3 | 117% | / | -8
O=C(CC1CS(=O)(=O)CC1CC(=O)Nc1ccc2c(c1)OCCO2)Nc1ccc2c(c1)OCCO2 (configuration not stated)
    0% | 5% | 4 | -6 | 11% | -5% | -1 | -1% | 6% | 6
CN(C)S(=O)(=O)c1cccc(NC(=O)c2ccc(Sc3nncn3C)c([N+](=O)[O-])c2)c1
    9% | -1% | 7 | -7 | ? | -8% | -4 | -1% | 0% | 4
COc1cccc(CC(=O)Nc2cc(S(=O)(=O)N3CCOCC3)ccc2N2CCN(C)CC2)c1
    0% | / | 0 | / | / | ? | 2 | 4% | / | 5

Order of values: A-T KAP1 phos | CXXC DNA block | TRPV1 ag | Coupling enz | MBNL1 CUG block | Integrin act MD | KCNH2 WT inh | S-ASM inh | GALK inh | KCNH2 3.1 inh
Cc1csc(NC(=O)C2C3C=CC(C3)C2C(=O)O)n1 (configuration not stated)
    -2% | -5% | 0 | 1 | 2% | 2% | 22 | 1% | 3% | 1
CC(C)(C)NC(=O)C(c1ccc(O)cc1)N(C(=O)CCC(=O)Nc1nccs1)c1cccc(F)c1 (configuration not stated)
    2% | -3% | -1 | 0 | -8% | 10% | -6 | 0% | 3% | 7
Cc1ccc(C(=O)OCC(=O)c2ccc(CC(=O)N3CCOCC3)s2)c(C)c1
    13% | / | 3 | / | / | 11% | -5 | -1% | / | 1
Cc1cc(C(=O)CSc2nc(N)cc(=O)[nH]2)c(C)n1-c1cccc(F)c1
    -4% | 8% | 6 | 2 | 6% | -18% | 3 | -2% | 1% | -4
COC(=O)c1ccc(C2C(C#N)=C(C)NC3=C2C(=O)CC(C)(C)C3)cc1 (configuration not stated)
    5% | -13% | 0 | 1 | 9% | 18% | 9 | / | -2% | 0
CCCC1(C(=O)OC)NC(c2cccc(F)c2)C2C(=O)N(CC)C(=O)C21 (configuration not stated)
    -2% | 2% | 4 | 4 | 6% | 13% | 2 | 7% | -3% | -5
Clc1ccc(Nc2ccc(Cl)nn2)cc1
    3% | -3% | ? | -2 | 2% | 34% | -2 | -1% | -1% | -31
O=C1NC(=S)SC1=Cc1cc(Br)ccc1O
    / | / | / | / | / | 7% | -1 | -12% | / | -5
CC(C)CCNC(=O)C1CC(c2ccccc2C(F)(F)F)=NO1 (configuration not stated)
    -3% | -6% | 14 | 1 | 7% | 0% | 12 | 0% | 3% | 11
CCOC(=O)C(CCCOc1ccccc1)C(=O)OCC
    13% | -11% | 17 | 0 | -4% | 19% | 20 | 3% | 3% | 22
Cc1cccc([C@H]2[C@@H]3C=CC[C@@H](C)[C@@H]3C(=O)N2Cc2ccccc2)c1
    18% | / | / | 6 | / | 0% | -8 | -4% | / | -17
O=C(NCc1ccco1)C1(c2ccc(Cl)cc2)CCCC1
    / | -1% | -2 | 2 | 5% | 13% | 8 | 0% | -1% | 8
COc1cccc(OC)c1C(=O)Nc1ccccc1C(=O)N1CCOCC1
    4% | -2% | -5 | 3 | 0% | 26% | 25 | 0% | 0% | -12
COCCN(C(=O)COC(=O)c1c(-c2ccccc2)noc1C)c1c(N)n(Cc2ccccc2)c(=O)[nH]c1=O
    -13% | 6% | -2 | / | 2% | -14% | -3 | 1% | -3% | -15
COc1ccc(NC(=O)/C(C#N)=C/c2ccc3c(c2)n(C)c(=O)n3C)cc1
    1% | -8% | 0 | -1 | / | -2% | -3 | 6% | 0% | 10

Order of values: A-T KAP1 phos | CXXC DNA block | TRPV1 ag | Coupling enz | MBNL1 CUG block | Integrin act MD | KCNH2 WT inh | S-ASM inh | GALK inh | KCNH2 3.1 inh
O=C(Cc1ccc([N+](=O)[O-])cc1)Nc1ccc2c(c1)CCC2
    5% | 8% | 2 | 2 | 6% | -14% | -1 | -4% | 0% | 4
N#Cc1cc(C#N)c(N2CCN(c3cccc(Cl)n3)CC2)nc1N
    -6% | 19% | -4 | 0 | ? | -8%[7.66 µM] | 26 | -5% | 0% | -28
O=C(COc1cccc(NC(=O)c2cccs2)c1)c1ccc(F)cc1
    11% | 0% | ? | 4 | 0% | -18% | -6 | -1% | -3% | 17
Cc1ccc(Nc2c(-c3ccccc3O)nc3ncccn23)cc1
    9% | 24% | -2 | 0 | 10% | 0% | 1 | -29% | -3% | -10
O=C1Cc2ccccc2Sc2c(OCCN3CCCCC3)cccc21
    -4% | 1% | 16 | -50* | 47%[activator] | -23% | -11 | 29% | 4% | ?
Cc1cc(=O)[nH]c(SCc2cccc(F)c2)n1
    -1% | 13% | 1 | 0 | -1% | -10% | 1 | -1% | -3% | -13
Cc1cc(C)c(S(=O)(=O)N2CCCCCC2)cc1Br
    19% | -10% | 14 | 3 | -2% | -29% | 1 | -2% | -3% | 0
O=C1CCCC2=C1C(c1cccc(Br)c1)n1nc(-c3ccco3)nc1N2 (configuration not stated)
    / | / | / | / | / | 16% | -27 | 278%[activator] | / | -11
CC(=O)OCc1cc2cccc(C)c2[nH]c1=O
    3% | 6% | -1 | 0 | -1% | 5% | -3 | 0% | 2% | -5
CC(=O)c1cn(C2OC(CO)C3OC(C)(C)OC32)c(=O)n(C)c1=O (configuration not stated)
    / | / | / | / | / | 12% | 3 | 1% | / | -2
CCOc1cc(-c2noc(CCC(=O)NCCc3ccccc3)n2)ccc1OC
    9% | -3% | 2 | 2 | -5% | -13% | 1 | 1% | 0% | 15
CCSc1nnc(-c2ccc(S(=O)(=O)N3CCCC3)cc2)n1C
    13% | -10% | -1 | 0 | -8% | 24% | -16 | 6% | -1% | -1
FC(F)(F)c1ccccc1Nc1nccs1
    3% | 7% | -3 | 1 | -12% | 42% | -1 | 4% | 9% | 0
O=C(Nc1ccc2c(c1)oc1ccccc12)c1cccnc1
    11% | -1% | -3 | -1 | -2% | -3% | -6 | 7% | -2% | 16
COC(C[C@@H]1O[C@H]1C(=O)[C@@H](C)OCc1ccccc1)OC
    / | / | / | / | / | 10% | 7 | -2% | / | -7
